Cav3 T inh: blocks human Cav3.2 T-type calcium channel. Cav3.2-expressing cells, Fluo-4 calcium fluorescence FDSS; hits give low values. hit rate 4% among 100,000. B-score at 10 µM. O95180;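 active = single-dose well whose peak fluorescence ratio is a statistical outlier from its plate by either plate-standardised score or position-corrected B-score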
An asterisk follows results filed as active.

SMILES | Cav3 T inh
CCCCOC(=O)CCNc1n[nH]c(=O)[nH]c1=O | 0.362
Cc1ccc(CNC(=O)CCNS(=O)(=O)c2ccc(C)cc2)cc1 | -2.35
COC(=O)c1cc(NC(=O)CSc2nncn2C)cc(C(=O)OC)c1 | -0.106
CCn1c(CC(=O)Nc2cccc(OC)c2)nnc1SCC(=O)Nc1nccs1 | -5*
CCOC(=O)c1sc2ncn(C(C)C(=O)OCC)c(=O)c2c1C (stereo not given) | -0.315
O=C(NCC1COc2ccccc2O1)C1C2C=CC3(CN(Cc4cccs4)C(=O)C13)O2 (stereo not given) | -2.51
Cc1ccc(-n2c(N)c(C(=O)NCc3ccco3)sc2=S)cc1 | 0.346
CCOC(=O)c1cc(-c2ccccc2)sc1NC(=O)CN1C(=O)NC(CC)(c2ccccc2)C1=O (stereo not given) | -2
CCCCCC(=O)Nc1ccc(N2CCN(CC)CC2)c(Cl)c1 | 0.917
CCn1nnc(-c2ccccc2NC(=O)c2cnccn2)n1 | 1.13
CCCNC(=O)N1CCN(C(=O)NCCC)CC1 | 0.0128
O=C(c1cccc(-n2cnnn2)c1)N1CCOCC1 | 0.0927
Cc1cc(N2CCC(C(=O)NC3CC3)CC2)nc(-c2ccccc2)n1 | 1.19
CC(C)C(=O)Nc1cccc(-c2nc3ccccc3o2)c1 | 0.635
CCCS(=O)(=O)N1CCC(C(=O)NCCc2ccc(OC)c(OC)c2)CC1 | 0.36
O=C(Nc1ccc(F)cc1F)c1noc2c1CCC2 | 1.09
Cc1cccc(N(C(=O)c2sc(C)nc2C)C(C(=O)NCc2ccco2)c2ccccc2)c1 (stereo not given) | -0.187
CCOC(=O)C1CCN(C(=O)CCc2ccccc2)CC1 | -0.455
CCOC(=O)c1sc2ccc(S(=O)(=O)N3CCCCC3)cc2c1N | -0.733
CCOC(=O)c1ccc(NC(=O)N2CCN(c3ccccn3)CC2)cc1 | 0.231
O=C(CCc1nc(-c2ccccc2)no1)NCc1cccnc1 | -0.14
S=C(Nc1ccc(Br)cc1)N1CCN(C2CCCCC2)CC1 | 0.0539
CCOC(=O)C1CCN(C(=O)CN(c2ccc(Cl)c(C(F)(F)F)c2)S(C)(=O)=O)CC1 | -1.2
CCCOc1ccc(N2C(=O)CC(NCc3cccs3)C2=O)cc1 (stereo not given) | 0.219
COC(=O)c1ccccc1Oc1c(F)c(F)nc(N2CCOCC2)c1F | -2.06

As a short view, some entries already given:
SMILES | Cav3 T inh
Cc1cccc(N(C(=O)c2sc(C)nc2C)C(C(=O)NCc2ccco2)c2ccccc2)c1 (stereo not given) | -0.187
CCOC(=O)C1CCN(C(=O)CCc2ccccc2)CC1 | -0.455
CCOC(=O)c1sc2ccc(S(=O)(=O)N3CCCCC3)cc2c1N | -0.733
CCOC(=O)c1ccc(NC(=O)N2CCN(c3ccccn3)CC2)cc1 | 0.231

Cav3 T inh, what is marked active above.
SMILES | Cav3 T inh
CCn1c(CC(=O)Nc2cccc(OC)c2)nnc1SCC(=O)Nc1nccs1 | -5*

The main list resumes, starting four compounds before the break.
SMILES | Cav3 T inh
S=C(Nc1ccc(Br)cc1)N1CCN(C2CCCCC2)CC1 | 0.0539
CCOC(=O)C1CCN(C(=O)CN(c2ccc(Cl)c(C(F)(F)F)c2)S(C)(=O)=O)CC1 | -1.2
CCCOc1ccc(N2C(=O)CC(NCc3cccs3)C2=O)cc1 (stereo not given) | 0.219
COC(=O)c1ccccc1Oc1c(F)c(F)nc(N2CCOCC2)c1F | -2.06
CCC(=O)N1CCN(c2ccccc2NC(=O)c2cccc(C)c2)CC1 | 0.885
O=C(NCC(c1cccnc1)N1CCN(c2ccc(F)cc2)CC1)c1cccc(Cl)c1 (stereo not given) | -1.91
O/N=C1\CCCc2oc3c(c21)CCCC3 | -0.921
CCN(CC)C(=O)CSc1nc(C)cc(-c2cccs2)c1C#N | -1.17
COc1cc(N2CCCC2)c(OC)cc1/C=C(/C#N)c1ccc(F)cc1 | -3.71
CN(C)c1ccc(/C=C/c2nc3ccccc3s2)cc1 | -2.71
COCCn1c(=O)[nH]c2cc(C(=O)NCc3ccccc3)ccc2c1=O | 0.851
Cc1cc(C)cc(Oc2ccc(C(F)(F)F)cc2C#N)c1 | -0.145
CCc1cccc(C)c1NC(=O)C(c1ccccc1)N1CCC1=O (stereo not given) | 0.243
COc1ccc(CNC(=O)C(C#N)c2nc3ccccc3nc2N2CCN(C)CC2)cc1 (stereo not given) | 0.728
CCC(C)[C@H]1CNC(=S)N1CCC12CC3CC(CC(C3)C1)C2 (stereo not given in full) | 0.111
O=C1NC2(Nc3ccccc31)C(=O)Nc1ccccc12 (stereo not given) | 0.436
O=C(COc1ccccc1)N1CCNC1=O | -0.324
CC(=O)c1ncnn1CC(=O)c1ccc(Cl)cc1Cl | -0.0199
FC(F)(F)c1ccc(CN2C[C@@H]3C(c4ccc(Cl)nc4)C4(c5cccnc5)CC3(C4)[C@H]2c2ccccc2)cc1 (stereo not given in full) | -0.436
CCC(=O)N1CCc2cc(Br)cc(S(=O)(=O)CCC(=O)NCCOC)c21 | 0.185
COc1cccc(C(=O)N(CN2CCCC2=O)c2ccccc2OC)c1 | 0.285
CC(=O)NCCSC(=O)c1ccc(F)cc1 | 0.702
CCCC(CCC)C(=O)Nc1ccncc1 | 0.337
Cn1cc(Cl)c(C(=O)OCC(=O)Nc2nc(-c3ccc(Br)cc3)cs2)n1 | -5.85*
COc1ccc(OCC(=O)O/N=C(\N)Cc2ccc(Cl)cc2Cl)cc1 | -0.639
CCc1ccc(C(C(=O)NCc2ccc(OC)cc2)N(CCOC)C(=O)Cc2cccs2)cc1 (stereo not given) | -3.52
c1ccc2c(c1)OCC(c1csc3ncnc(N4CCCC4)c13)O2 (stereo not given) | -5.08*
COc1ccc(NC(=O)N2CCCC2C(=O)Nc2ccc(C)c(Cl)c2)cc1 (stereo not given) | -1.34
O=c1[nH]c(=O)n(C2CCCO2)cc1F (stereo not given) | 0.404

In the list so far, these contain an NH in an aromatic ring:
SMILES | Cav3 T inh
CCCCOC(=O)CCNc1n[nH]c(=O)[nH]c1=O | 0.362
COCCn1c(=O)[nH]c2cc(C(=O)NCc3ccccc3)ccc2c1=O | 0.851
O=c1[nH]c(=O)n(C2CCCO2)cc1F (stereo not given) | 0.404

Next part.
SMILES | Cav3 T inh
Cc1cc(C)nc(N2CCC(C(=O)Nc3ccc4c(c3)CCC4)CC2)n1 | 0.0265
C#Cc1ccc([C@H]2C=C(C(=O)O)O[C@@H](OCc3ccc(CO)cc3)C2)cc1 | 0.254
O=C(NCCc1ccccc1)c1ccccc1NS(=O)(=O)N1CCCC1 | -0.773
CC(=O)NC1(c2cccc(F)c2)CCN(CC(=O)NC(C)C)CC1 | -0.0971
Cc1ccc2c(c1)NC(=O)C(CC(=O)N(C)Cc1ccccc1)O2 (stereo not given) | -1.35
Cc1cc(/C=N/n2cnnc2)c(C)n1-c1ccccc1 | 0.622
CCOC(=O)c1cc(CC)sc1N | -0.272
Cc1ccc(S(=O)(=O)N2CCN(C(=O)c3ccc(OCc4c(C)noc4C)cc3)CC2)cc1 | 0.76
O=S(=O)(c1ccc2ccccc2c1)N1C=CC(C(F)(F)F)=NCC1 | -3.26
CCCn1c(Sc2nc3c(c(=O)[nH]c(=O)n3C)n2CCC)nc2c1c(=O)[nH]c(=O)n2C | 1.1
O=C1CC2(CCCCCC2)Oc2ccccc21 | 0.831
CCCCN1C(=O)C(NC(=O)CC(C)C)(C(F)(F)F)C2=C1CC(C)(C)CC2=O (stereo not given) | 0.557
O=C(NCCN1CCOCC1)c1cc2ccccc2o1 | 0.715
O=C(NCc1ccccc1)c1cccnc1N1CCOCC1 | 0.805
CC(/C=N/n1cnnc1)=C\c1ccccc1 | 0.149
Cc1cc(OCC(=O)NCCCN2CCOCC2)cc(C)c1Cl | 0.593
COc1ccc2nc(SCC(=O)NC(C)C)[nH]c2c1 | 0.285
COc1cc(NS(=O)(=O)c2ccc(F)cc2)c(OC)cc1NC(=O)C1CC1 | 0.354
Cc1cccn2c(=O)c(/C=C3\SC(=S)N(CC(C)C)C3=O)c(NCCCOC(C)C)nc12 | -1.97
COc1ccc(S(=O)(=O)N(CCc2ccccc2)CC(=O)N2CCOCC2)cc1 | 3.18
CC(NC(=O)Cc1ccccc1)c1nc2ccccc2[nH]1 (stereo not given) | -0.0737
C=CCNC(=O)NC(=O)COC(=O)/C(C#N)=C/c1cc(C)n(CC(C)C)c1C | 1.5
COC(=O)c1cc(S(=O)(=O)n2nc(C)cc2C)c(Cl)cc1Cl | 0.428
CCN(CC)c1ccc(NC(=O)C2CCCN(S(=O)(=O)c3cccnc3)C2)c(C)c1 (stereo not given) | -0.82
Clc1ccc2c(c1)CNc1c(ncnc1N1CCOCC1)O2 | 0.696
(cont.)
SMILES | Cav3 T inh
COC(=O)c1nc(NC(=O)c2ccccc2)n[nH]1 | 0.866
CC(C)c1ccc(/C=C/C(=O)Nc2nc3ccc([N+](=O)[O-])cc3s2)cc1 | -1.16
CC(=O)Nc1nc2n(n1)C(c1ccc(Cl)cc1)C=C(C)N2 (stereo not given) | 0.634
CCCc1cc(=O)[nH]c(NCc2ccc(Cl)cc2)n1 | -1.29
CCOc1ccccc1-c1cc(-c2ccc(OC)cc2)nc2c1c(=O)n(C)c(=O)n2C | -1.87
N#Cc1nc(-c2ccc(OCc3ccccc3)cc2)oc1NCc1ccco1 | 0.854
COc1ccc2c(c1)C(C)=CC(C)(C)N2C(=O)CNCc1ccc2c(c1)OCO2 | -3.57
COc1ccccc1CNC(=O)Nc1cccs1 | -0.423
CCOc1ccccc1OCC(O)CNC (stereo not given) | -0.0187
COCc1[nH]nc2c1C(c1ccccc1Cl)C(C#N)=C(N)O2 (stereo not given) | 1.95
CCCCOC(=O)CSC1=C(C#N)C(c2ccc3c(c2)OCO3)CC(=O)N1 (stereo not given) | -2.28
Cc1cc2ccccc2c(=O)n1CC(=O)NCC(=O)N(C)Cc1ccccc1 | -0.0197
CCOc1ccc(S(=O)(=O)N(C)c2ccc(OCC(=O)OCc3c(C)noc3C)cc2)cc1 | -0.628
Cc1cccc(-c2nc(CSCC(=O)NCc3cccs3)c(C)o2)c1 | -3.41
COC(=O)c1ccc(C(=O)Nc2ccc3nc(-c4cccnc4)[nH]c3c2)cc1 | 0.623
COC(=O)c1ccc(NC(=O)CCN2CCN(Cc3ccccc3)CC2)cc1 | -0.076
CCOC(=O)c1sc(NC(=O)CSc2nc3c(c(=O)n2-c2ccc(C)cc2)SCC3)c(C(=O)OCC)c1C | 0.289
Cc1nc(CNS(=O)(=O)c2ccc3c(c2)CCCC3)cs1 | 0.24
c1ccc(-c2noc(-c3cccnc3)n2)nc1 | -0.12
CC(C)(C)OC(=O)N1CCC[C@H]1C(=O)NCC1CCC(C(=O)O)CC1 (stereo not given in full) | -1.79
O=S(=O)(c1cccs1)n1nnc2ccccc21 | 0.595
CCO[C@@H]1OC(C(=O)N2CCOCC2)=C[C@H](c2ccc(Br)cc2)[C@H]1CCCO | 0.209
CCC(=O)Oc1oc(-c2ccccc2)nc1C=Nc1ccccc1OC | 0.243
COc1ccc(OC)c2c(N)c(C#N)c(C(F)(F)C(F)(F)F)nc12 | 1.01
COC(=O)c1sccc1-n1cccc1C(=O)N1CCOCC1 | 1.03
Continuation.
SMILES | Cav3 T inh
CCC(=O)N1CCN=C1SCc1ccccc1Cl | -1.61
CCc1sc(N(C(=O)Cc2ccccc2)c2ccccc2)nc1-c1ccccc1 | 0.00671
O=S(=O)(CCSc1nc2ccccc2s1)c1nc2ccccc2s1 | -0.958
Cc1nn(CCc2n[nH]c(=S)n2C2CCCCC2)c(C)c1Br | -0.101
Fc1ccc(CN2CCSCC2)cc1Br | -1.26
Cc1ccc(C2C(C(=O)O)c3ccccc3C(=O)N2C)o1 (stereo not given) | 1.61
Clc1ccc(CNCCC2=CCCCC2)cc1 | -1.83
c1ccc(OCCn2cnc3ccccc32)cc1 | -0.742
Cc1cc(C)c2c(N)c(S(=O)c3ccc(C(C)(C)C)cc3)sc2n1 (stereo not given) | -2.25
Nc1nnc(COc2ccc(Br)cc2Br)s1 | -0.513
COc1cccc(C2C(C(=O)c3cccs3)=C(O)C(=O)N2CCN(C)C)c1OC (stereo not given) | -0.906
COc1cccc(N2C(=O)C3CCCN3C2c2ccc(F)cc2)c1 (stereo not given) | 0.0743
CN(C)c1ccc(-c2noc(C3CCN(S(=O)(=O)c4cccc(C(=O)O)c4)CC3)n2)cc1 | -0.122
CCc1nc(C)cn1S(=O)(=O)c1cc(Br)ccc1OC | -4.35
Cc1ccc(-c2csc(C(C#N)=C3CCCC3)n2)cc1 | -0.619
COc1ccc(COC(=O)NNC(=O)c2ccccc2Cl)cc1 | 0.263
CCOC(=O)CNC(=O)CSc1nnnn1-c1cc(C)ccc1C | -0.141
c1ccc(-c2csc3ncn4cnnc4c23)cc1 | -0.367
CCOC(=O)C1C(=O)NC(c2ccccc2)=NC1c1ccc(C(C)C)cc1 (stereo not given) | -0.439
CCOC(=O)N1CCC(NC(=O)c2cccnc2SC)CC1 | -0.14
Cc1ccc(-c2nnn(CC(=O)N3CCCCC3)n2)c(-n2cnnn2)c1 | 1.16
C/C(=N\O)C(=O)C(CN1CCCCC1)CN1CCCCC1 | 0.993
Cc1noc(C)c1COC(=O)c1cc(F)c(F)cc1Cl | -0.0341
O=C(c1cnn2cccnc12)N1CCN(Cc2ccc3c(c2)OCO3)CC1 | 1.2
COc1cc(COc2ccc3c(C)c(Cc4ccccc4)c(=O)oc3c2C)cc(OC)c1OC | -2.63
(list continues)
SMILES | Cav3 T inh
Cc1ccc2cc3cc(C(=O)N4CCCCCC4)oc3nc2c1 | -0.611
COc1ccc(S(=O)(=O)N(CC(=O)N/N=C/c2cccs2)c2cc(C)cc(C)c2)cc1OC | -0.915
CCc1nccn1S(=O)(=O)c1cc(C)c(OC)cc1C | 0.335
CCN(CC)S(=O)(=O)c1ccc(Cc2ncc(C(F)(F)F)cc2Cl)s1 | -3.68*
Cc1ccc(-n2c(C)nn(-c3ncc(C(F)(F)F)cc3Cl)c2=O)cc1 | -0.544
Cc1nc2cc(NC(=O)N3CCCCC3)ccc2n1C | 0.363

Screening results from PubChem BioAssay.

Some of the compounds tested, so the mix of outcomes need not match the whole.
